hcGAS inh – inhibitors of human cGAS; Q8N884; recombinant h-cGAS, ATP depletion, Kinase-Glo luminescence; inhibition, % at 12.5 µM; 0.081% of 290,000 active; AID 1259398;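 further: 0% = vehicle reaction and 100% = reaction without DNA for no activity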
Target sequence (Q8N884 whole entry, looked up): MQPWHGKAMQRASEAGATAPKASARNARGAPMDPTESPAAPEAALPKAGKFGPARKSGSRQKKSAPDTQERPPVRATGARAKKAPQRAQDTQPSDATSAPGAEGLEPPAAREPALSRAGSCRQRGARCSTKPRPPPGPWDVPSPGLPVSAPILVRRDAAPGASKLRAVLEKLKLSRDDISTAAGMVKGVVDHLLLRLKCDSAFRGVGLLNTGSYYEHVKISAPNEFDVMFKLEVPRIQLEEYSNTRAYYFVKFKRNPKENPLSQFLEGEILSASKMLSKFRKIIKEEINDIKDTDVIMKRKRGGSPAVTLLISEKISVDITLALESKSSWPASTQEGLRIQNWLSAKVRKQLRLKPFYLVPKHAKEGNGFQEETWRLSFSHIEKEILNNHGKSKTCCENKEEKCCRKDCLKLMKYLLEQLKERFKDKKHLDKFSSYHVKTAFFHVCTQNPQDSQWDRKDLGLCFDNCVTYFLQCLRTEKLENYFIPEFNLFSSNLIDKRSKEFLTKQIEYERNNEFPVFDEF
NPYLR7 ag – mosquito NPYLR7 agonism | HEK293T NPYLR7/Galpha15, GCaMP6s calcium fluorescence | activation, % at 10 µM | 0.15% of 270,000 active; in the data active means activation above about 40%;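 further: 0% = vehicle and 100% = reference agonist at the receptor; some compounds past the cut are filed as inactive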
mcGAS lum – inhibitors of mouse cGAS | 0.15% of 160,000 active | inhibition, % at 12.5 µM | Q8C6L5 | recombinant cGAS, Kinase-Glo ATP depletion luminescence;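 further: 0% = negative control wells and 100% = reference inhibitor with no enzyme activity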
* marks the source's active call; other numbers are inactive results; . = no result given. Unless noted, no stated cut-off is given here; in the data, active means inhibition above about 40%; inactive means the rest.

Start of the data: the first three compounds (preview)
SMILES | hcGAS inh | NPYLR7 ag | mcGAS lum
COCCN1C(=O)C2(SCCN2C(=O)Nc2ccc(C)c(C)c2)c2ccccc21 (stereo not given) | 2 | -7 | 0
Cc1ccc(-n2nc(-c3ccccc3Cl)cc2C(=O)Nc2ccc(F)cc2)cc1 | -5 | 14 | -5
Cn1cc(/C=C/c2nc(N)nc(-c3ccccc3O)n2)c2ccccc21 | 3 | 6 | .

Main list, repeating the preview:
SMILES | hcGAS inh | NPYLR7 ag | mcGAS lum
COCCN1C(=O)C2(SCCN2C(=O)Nc2ccc(C)c(C)c2)c2ccccc21 (stereo not given) | 2 | -7 | 0
Cc1ccc(-n2nc(-c3ccccc3Cl)cc2C(=O)Nc2ccc(F)cc2)cc1 | -5 | 14 | -5
Cn1cc(/C=C/c2nc(N)nc(-c3ccccc3O)n2)c2ccccc21 | 3 | 6 | .
O=C(NCC1CCCN(Cc2ccccc2O)C1)C1(c2ccc(Cl)cc2)CC1 (stereo not given) | 3 | -2 | .
CC(=O)Nc1cccc(NC(=O)Cn2nc(-c3cccs3)c3sc(C)nc3c2=O)c1 | -2 | 2 | -6
Cc1ccc(-c2nnc(SCCCC(=O)NCCc3ccc(Cl)cc3Cl)n2-c2ccc(C)cc2)cc1 | 2 | -1 | -4
COc1ccc(C(=O)C=Cc2cc(Br)ccc2F)cc1 | -2 | 0 | 5
CCC1=NOC(C(=O)NCc2cccnc2Oc2ccc(C)nc2)C1 (stereo not given) | -3 | 18 | .
Cc1cc(Nc2ccccc2)n2nc(C)c(-c3ccc(Cl)cc3)c2n1 | -8 | -6 | -8
Cc1ccccc1-n1c(=O)c2c(n3cnnc13)-c1ccccc1CC21CCCCC1 | -4 | 3 | -7
CC(C)c1ccc(NC(=O)CSc2ccc(NC(=O)C3CC3)nn2)cc1 | -2 | -3 | .
Cc1noc(CNC(=O)NC2CCC(c3ccccc3)CC2)n1 (stereo not given) | 1 | -2 | .
Cc1ccc(C(=O)n2nc(C)c(Sc3ccccc3)c2C)cc1 | -7 | -1 | .
CCCN(CC1CC1)C(=O)CSc1n[nH]c(-c2cccs2)n1 | -4 | 25 | -12
C=CC(=O)Nc1cccc(Oc2nc(Nc3ccc(N4CCN(C)CC4)cc3OC)ncc2Cl)c1 | -4 | -5 | -8
COc1ccc(C(=O)Nc2cccc(C3SCC(=O)N3c3ccc4c(c3)OCCO4)c2)cc1 (stereo not given) | -7 | 12 | -6
CC(C1CCN(Cc2ccc(-c3ccccn3)cc2)CC1)N1CCN(C)CC1 (stereo not given) | -3 | 3 | .
C=CCCC(O)CN(CCOC)Cc1cc(OC)cc(OC)c1 (stereo not given) | -7 | 18 | -10
COC(=O)CCN1CCOC(Cc2cccc3ccccc23)C1 (stereo not given) | -2 | . | -2
Cc1cc(NCC(c2ccco2)N2CCCCC2)c2ccccc2n1 (stereo not given) | -1 | -1 | .
COc1cc2c(cc1OC)C(c1ccccc1)N(C(=O)c1ccc(-c3ccc(C4CCCCC4)cc3)s1)CC2 (stereo not given) | -5 | 26 | -7
CCS(=O)(=O)CC(=O)Nc1cc(C)nn1-c1cccc(Cl)c1 | -5 | -18 | .
CCOC(=O)C(Cc1ccc(Cl)cc1)NC(=O)CCC(=O)N1CCc2c([nH]c3ccccc23)C1 (stereo not given) | -1 | -6 | -2
CC(C)CN(CC(=O)N(CCc1c[nH]c2ccccc12)Cc1ccc(C(C)(C)C)cc1)CC(O)COCc1ccccc1 (stereo not given) | -8 | -3 | -5
COc1cc2nc(CN(C)CC(=O)NC3CC3)[nH]c(=O)c2cc1OC | -4 | 0 | -4
COC(=O)c1c(N)ncn1-c1ccccc1 | -8 | -4 | .
Fc1ccc(Oc2cc(N3CCCCC3)ncn2)cc1Cl | 0 | . | -5
Cc1cc(=O)n2c(n1)SCC2CC(=O)NC1CC1 (stereo not given) | -4 | -3 | .
CCC(C)NCc1ccc(N(CC)CC)cc1OS(=O)(=O)c1ccc(OC)cc1 (stereo not given) | -1 | 2 | -4
C=CCNCc1nc2scc(-c3ccc(Cl)cc3)c2c(=O)[nH]1 | -4 | 9 | -4
O=C1CCC2(CCCO2)CCN1Cc1noc(-c2ccccc2)n1 (stereo not given) | -3 | . | -11
CCCCS(=O)(=O)NC1CCCC(C(=O)NC2CC2)C1 (stereo not given) | -7 | 6 | -17
COc1cccc(Cc2nsc(Oc3ccc(CC(=O)N4CCN(c5ccc([N+](=O)[O-])cc5)CC4)cc3)n2)c1 | -2 | 20 | -6
CCC(C(=O)NCCCN(CC)CC)n1ncn2c(cc3occc32)c1=O (stereo not given) | 0 | -4 | 0
O=C1c2ccccc2-c2c(-c3ccccc3)sc(=O)n21 | -1 | 7 | .
Cc1cc(C)n2c(NC3CCCCC3)c(-c3ccccc3C)nc2n1 | -6 | 3 | -8

Rewritten with two lines to a compound: entries from further up
Value order: hcGAS inh | NPYLR7 ag | mcGAS lum
- COc1ccc(C(=O)Nc2cccc(C3SCC(=O)N3c3ccc4c(c3)OCCO4)c2)cc1 (stereo not given)
  -7 | 12 | -6
- CC(C1CCN(Cc2ccc(-c3ccccn3)cc2)CC1)N1CCN(C)CC1 (stereo not given)
  -3 | 3 | .
- C=CCCC(O)CN(CCOC)Cc1cc(OC)cc(OC)c1 (stereo not given)
  -7 | 18 | -10
- COC(=O)CCN1CCOC(Cc2cccc3ccccc23)C1 (stereo not given)
  -2 | . | -2
- Cc1cc(NCC(c2ccco2)N2CCCCC2)c2ccccc2n1 (stereo not given)
  -1 | -1 | .

Other compounds follow:
SMILES | hcGAS inh | NPYLR7 ag | mcGAS lum
CC(C)(C)NS(=O)(=O)c1ccc(C(=O)OCC2CCCCO2)o1 (stereo not given) | 10 | 0 | .
CN(Cc1ccccc1)C(=O)Nc1ccc2c(c1)CCC2 | -18 | 9 | .
CCCCCCCCCCCC(=O)N1CCSC1c1ccc(C)cc1C (stereo not given) | -9 | -6 | -6
Cc1cc(C(=O)N(Cc2ccco2)c2nc3ccccc3s2)nn1C | 2 | 7 | .
O=C(Cn1cc2ccccc2n1)NC1CC(=O)N(CC2CCCCC2)C1 (stereo not given) | -5 | 4 | .
CS(=O)(=O)c1nc(-c2ccccc2)cc(C(F)(F)F)n1 | -3 | 3 | .
Cc1cccc(CN2CCC(c3nn(C)c(=O)n3-c3ccccc3)CC2)c1O | -5 | 7 | -19
Cc1cccc(CSc2nc(Oc3ccc(Cl)cc3)cc(C(F)(F)F)n2)c1 | -3 | 1 | -4
Cc1ccc(-n2c(C(C)N(CCC(C)C)C(=O)C3CC3)nc3ccccc3c2=O)c(C)c1 (stereo not given) | 0 | 7 | -3
CCCS(=O)(=O)N1CCN(c2nc(C)nc(C)c2Cc2ccc(Cl)cc2)CC1 | -10 | 31 | -5
CC(C)(C)Nc1c(-c2ccccc2)nc2c(OCc3ccccc3)cccn12 | 11 | -12 | 6
Cc1ccoc1C(=O)N1CCc2c(nc(-c3cccnc3)[nH]c2=O)C1 | -7 | 7 | .

Retrieved by compound from the entries so far:
SMILES | hcGAS inh | NPYLR7 ag | mcGAS lum
CCCCCCCCCCCC(=O)N1CCSC1c1ccc(C)cc1C (stereo not given) | -9 | -6 | -6
Cc1cccc(CN2CCC(c3nn(C)c(=O)n3-c3ccccc3)CC2)c1O | -5 | 7 | -19

Further structures:
SMILES | hcGAS inh | NPYLR7 ag | mcGAS lum
Cc1ccc(N2CCC(NC(=O)NCC(O)c3ccsc3)C2)cc1 (stereo not given) | -11 | 10 | .
CC(=O)C(C)n1c(CN2CCCCC2C)nc2c1c(=O)n(C)c(=O)n2C (stereo not given) | -6 | 5 | -10
O=C(O)C1=CCCN(CCON=C(c2ccccc2)c2ccccc2)C1 | 4 | 1 | -1
Cc1ccc(CNC(=O)Cn2nc(Nc3ccccc3)c(S(=O)(=O)c3ccc(C)cc3)c2N)cc1 | -6 | 9 | -9
COc1ccc(CCNC(=O)c2cc(-c3ccc(C)c(C)c3)nn2-c2ccccc2)cc1OC | -1 | 10 | -3
Cc1ccc(-c2ccc(CCC(=O)NCCC#N)n2-c2ccc(CC#N)cc2)c(C)c1 | -6 | -2 | -11
Cc1ccc(OCC(=O)N2CC(C(=O)N3CCN(C)CC3)Oc3ccccc32)cc1C (stereo not given) | 3 | -1 | 0
Cc1[nH]nc(SCC(=O)NCC(C)C)c1[N+](=O)[O-] | 2 | -3 | .
O=C(c1cccs1)N(Cc1cccc(OS(=O)(=O)c2ccc(F)cc2)c1)Cc1ccco1 | -6 | 25 | -11
O=C(CCC(=O)N1CCN(S(=O)(=O)c2ccc(Cl)cc2)CC1)N1CCOCC1 | -3 | 7 | -9
COc1cccc(C(=O)N2CCSC2c2ccc(C(C)(C)C)cc2)c1 (stereo not given) | -4 | 1 | -5
CCOC(=O)N1CCN(C(=O)CSc2nnc(C)c3cnn(-c4ccc(C)c(C)c4)c23)CC1 | -8 | -11 | -9
CCOc1cccc(-c2cc(C(=O)O)c3[nH]c(C)nc3n2)c1O | -5 | 0 | -5
Cc1cc(C)c2sc(N3CCc4ccccc4C3)nc2c1 | -7 | 9 | -8
CCC(C)N(Cc1ccc(C)cc1C)CC(O)c1ccccc1 (stereo not given) | -6 | 17 | -6
O=C(Nc1ccc(F)cc1F)c1ccc([N+](=O)[O-])cc1 | -11 | 6 | -8
COc1ccc(-c2ccc(=O)n(CCCNC(=O)C3CCCCC3)n2)cc1 | 2 | -3 | .
Cc1ccc(Cc2nsc(Oc3ccc(CC(=O)NC4CCN(Cc5ccccc5)CC4)cc3)n2)cc1 | -6 | -9 | 0
NC(=O)c1ccc(CN(C(=O)c2ccc(Cl)cc2)C2CC2)cc1 | -14 | 1 | .
CN(Cc1ccccc1)c1cc(Cl)nc(SCc2cccc(C(=O)N3CC4(C)CC3CC(C)(C)C4)c2)n1 (stereo not given) | -1 | 10 | -5
COc1cc2c(cc1CN(C)Cc1noc(C)n1)OCCCO2 | -5 | 3 | -10
COc1ccc(CNCc2ccc(-n3ccnc3)cc2)cc1OC | -3 | 2 | -7
Cc1cn2c3c(=O)n(CCCO)c(=O)n(C)c3nc2n1C1CCCCC1 | 0 | 3 | .
Cn1c(=O)n(CCCO)c(=O)c2c1nc1n2CCN1c1ccc(F)cc1 | -7 | . | -9
CCn1cc2nc(OC)c(CNC(=O)c3cc4cccc(C)c4o3)cc2c1O | -7 | 4 | -9
Cc1nc2ccc(C(=O)N(C)Cc3ccco3)cn2c1N(C)C=O | 0 | 4 | 1
COc1cc(/C=C\C(=O)NCc2cc(-c3ccccc3)on2)cc(OC)c1OC | -10 | 0 | -8
Cn1c(N)c(C(=O)CSc2n[nH]c(-c3cccs3)n2)c(=O)n(C)c1=O | -4 | -4 | .
CCc1nc2ccc(C(=O)NCC3CCCCC3)cn2c1N(CCN(C)C)CC1CC1 | -7 | -4 | -5
O=C1NCC2(CCCN(Cc3csc(-c4ccc(C(F)(F)F)cc4)n3)C2)O1 (stereo not given) | 1 | 3 | .
CC(C(=O)Nc1ccc(OC(F)(F)F)cc1)N(C)Cc1cnn(C)c1 (stereo not given) | -1 | -1 | .
COc1cccc(C(=O)N(CC(=O)Nc2cc(C(C)(C)C)nn2-c2ccc(Cl)c(Cl)c2)C(C)C)c1 | -1 | -2 | -4
O=C(C1CCN(c2ccc(Cl)cn2)CC1)N1CCCc2c(F)cc(F)cc21 | -4 | 11 | -10
N#Cc1c(N)nc2c3c(sc(=N)c2c1N)NC(=O)CC3c1ccccc1 (stereo not given) | -6 | 1 | .
COCCCN(Cc1ccc(OC)cc1)CC(O)Cc1ccccc1 (stereo not given) | 0 | -6 | -3
O=C(NCc1nnnn1-c1ccccc1)C1c2ccccc2Oc2ccccc21 | -6 | 1 | -8
CCOC(=O)C1(Cc2ccccc2C)CCCN(Cc2cn(CC(N)=O)c3ccccc23)C1 (stereo not given) | -12 | 10 | .
CCOCCCN(CC(=O)N(Cc1cccn1Cc1ccc(F)cc1)C1CCCCC1)C(=O)c1ccc2c(c1)OCO2 | -5 | -8 | -6
CCn1c(SCC(=O)c2cccc(F)c2)nnc1-c1cc(-c2ccccc2)nc2ccccc12 | 2 | -4 | 3
CCc1c(C(=O)OC)sc2nc(CN(CC(O)Cc3ccccc3)C(C)C)[nH]c(=O)c12 (stereo not given) | -9 | 25 | -3
COc1cccc(C(=O)N(CC(=O)N2CCc3sccc3C2COc2ccc(C)cc2C)C2CC2)c1 (stereo not given) | -7 | -2 | -6
CN1CCN(C(=O)C2CCCN2c2nc3ccccc3s2)CC1 (stereo not given) | -7 | 6 | .
Cc1ncc2c(n1)C(C)N(Cc1cc(C)on1)C2=O (stereo not given) | -9 | 19 | .
Cc1n[nH]c(=O)c2c(NC(=O)CSc3nnc(C)n3C3CC3)oc(C)c12 | -7 | 23 | -7
CCSCCOC(=O)C1=C(C)NC2=C(C(=O)CC(c3ccc(Cl)cc3)C2)C1c1ccccc1F (stereo not given) | -7 | 1 | -9
CC(C)(C)C(C)(O)C#CC#CC(C)(O)C(C)(C)C (stereo not given) | -7 | 0 | .
CC(NC(=O)CN1CCCC1c1cccs1)c1ccc(F)cc1 (stereo not given) | -10 | 6 | -11
COCCN1C(=O)C=C(Nc2ccccc2C(=O)O)C1=O | -1 | 3 | .

A second format for 3 compounds above.
The line under a structure holds: hcGAS inh | NPYLR7 ag | mcGAS lum
CCSCCOC(=O)C1=C(C)NC2=C(C(=O)CC(c3ccc(Cl)cc3)C2)C1c1ccccc1F (stereo not given)
 : -7 | 1 | -9
CC(NC(=O)CN1CCCC1c1cccs1)c1ccc(F)cc1 (stereo not given)
 : -10 | 6 | -11
CCc1c(C(=O)OC)sc2nc(CN(CC(O)Cc3ccccc3)C(C)C)[nH]c(=O)c12 (stereo not given)
 : -9 | 25 | -3

(continued)
SMILES | hcGAS inh | NPYLR7 ag | mcGAS lum
N#CC1C(=N)Oc2n[nH]c(C(F)(F)F)c2C1c1ccccc1 (stereo not given) | 2 | 1 | 2
CCC1(C)CC(c2csc(N)n2)CCO1 (stereo not given) | -3 | 1 | .
CC(Nc1ccc(N(C)C(C)C)c(F)c1)C(=O)N1CCCC1 (stereo not given) | -13 | 1 | .
O=c1c(O)cccc2cc(O)c(O)c(O)c12 | 28 | 16 | .
